aSyn tox rescue – rescues yeast growth from alpha-synuclein toxicity. Potency, µM (highest dose often 46.1 µM), for the others: at the top dose growth rescue (activation), most hits filed as activators. 0.02% of 94,000 active. S. cerevisiae alpha-synuclein toxicity rescue, BacTiter-Glo growth, 24 h. AID 1347070; active = well fitted activation curve with a large enough effect; inconclusive = small, poorly fitted or top-dose-only effect; also: 0% is about no effect
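Growth restoration measured by BacTiter-Glo luminescence after 24 hr at 30 deg C; alpha-synuclein yeast, raffinose-pregrown to mid-log, were added at OD600=0.02 in galactose medium onto pinned compounds.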
Starred values were filed as active, the others as inactive; ? = inconclusive; & = joins results of further samples; [ ] = dose if it differs, or a comment. Potency is read from the fitted curve at half-maximal effect.

cpd | mol | aSyn tox rescue
1 | O=C(Nc1ccccc1)/C(=C\c1cccs1)NC(=O)c1ccccc1 | 6%
2 | Cc1ccc(CSc2nc3ccncc3n2Cc2nc(-c3ccccc3C)oc2C)cc1 | -39%[inhibitor]
3 | CCOC(=O)c1ccc(NC(=O)c2cc3cc(C)ccc3n2C)cc1 | 1%
4 | Cn1c(SCC(=O)Nc2ccc(F)cc2F)nnc1-c1cccnc1 | 0%
5 | CCc1nnc(NC(=O)c2nc(SCc3ccccc3C)ncc2Cl)s1 | 4%
6 | Cc1nc(-c2ccc(S(=O)(=O)Nc3ccc(C)c(N(C)C)c3)cc2)co1 | 1%
7 | Cc1c(-c2nnc(SCC(=O)Nc3ccccc3F)o2)nnn1-c1ccc(F)cc1 | -8%
8 | Cc1ccc2c(c1)N(C(=O)CCC(=O)NCCCN1CC(C)CC(C)C1)CCO2 (stereo unspecified) | -1%
9 | COc1ccc(NC(=O)COC(=O)c2ccc(O)cc2)c([N+](=O)[O-])c1 | -7%
10 | CCOC(=O)c1ccc(NC(=O)NC2=NCCS2)cc1 | -1%
11 | CSc1ccc(CCNC(=O)c2c(C)nn(-c3ccc(F)cc3)c2-n2cccc2)cc1 | 8%
12 | Cc1ccc(C)c(N(C(=O)c2snc(C(N)=O)c2N)C(C(=O)NCC2CCCO2)c2cccs2)c1 (stereo unspecified) | 6%
13 | CCCN(CCC)c1nn2c(=O)c(C(=O)NCc3cc(Br)ccc3OC)cnc2s1 | -4%
14 | O=C(NC1CC2CCCC(C1)N2C(=O)Nc1ccc(F)cc1)c1ccccc1 (stereo unspecified) | -3%
15 | COc1ccc(CNC(=O)CCc2c(C)c3cc4c(C)coc4cc3oc2=O)cc1 | -10%
16 | CSCCC(NC(=O)c1ccc(Cl)cc1Cl)C(=O)N1CCCCCCC1 (stereo unspecified) | 4%
17 | CCCOC(=O)C1=C(C)N(C)C(=O)NC1c1cc2c(cc1[N+](=O)[O-])OCO2 (stereo unspecified) | 3%
18 | CC(C)(C)c1ccc(-c2cc(N)n[nH]2)cc1 | 2%
19 | CC(C)CCNC(=O)CCC(=O)NNc1nc2ccccc2c2nc(-c3ccccc3)nn12 | -8%&5%
20 | COc1cc(Cl)c(C)cc1NC(=O)Cn1ncc2c3ccccc3n(Cc3ccccc3)c2c1=O | -6%
21 | Fc1ccc(-n2c(Cc3cccs3)n[nH]c2=S)cc1Cl | 4%
22 | CCc1ccccc1NC(=O)N1CC(CC)Oc2ccc(Cl)cc21 (stereo unspecified) | 2%
23 | CCOC(=O)N1CCN(c2ccnc3cc(Cl)ccc23)CC1 | 3%
24 | CNC(=O)c1ccsc1NC(=O)C1CCN(S(=O)(=O)c2ccc(Cl)s2)CC1 | 7%
25 | COc1ccc(OCC(=O)OC2CCCN(C)C2)cc1 (stereo unspecified) | 0%
26 | Cc1cc(C)cc(OCC(=O)Nc2cccc(-c3nc4ccccc4[nH]3)c2)c1 | -26%
27 | Cc1ccc(NCc2nc3ccccc3n2CCOc2ccccc2C)cc1 | ?
28 | CC1=C(C(=O)Nc2cc(Cl)ccc2C)C(c2ccco2)n2ncnc2N1 (stereo unspecified) | 4%
29 | C=CSc1sc(Cl)c(N(CC)CC)c1[N+](=O)[O-] | -1%
30 | Cc1ccc(OCC(=O)Nc2ccc(OCc3cc(=O)n4c(C)csc4n3)cc2)cc1C | -4%
31 | Cc1nc2ccccc2c2c(N)c3ccccc3n12 | -16%
32 | CCOc1cc(CNC(=O)c2ccccc2NC(=O)c2nsc3ccccc23)ccc1OC | -7%
33 | CCOc1ccc(CCNC(=O)C2=C(C)C(=O)OC23CCCCC3)cc1 | 2%
34 | Cc1ccc(C)c(N2CCN(CCCNC(=O)Cn3ncc4c5ccccc5n(C)c4c3=O)CC2)c1 | 9%
35 | Cc1ccc(C)c(N2CCN(C(=O)c3cc4c(=O)n(Cc5ccccc5)ccc4nc3C)CC2)c1 | 25%
36 | C[C@@H]1CN([C@@H](C)CO)C(=O)CCCn2nncc2CO[C@@H]1CN(C)S(=O)(=O)c1ccccc1F | -3%
37 | CCCc1cc(=O)oc2c3c(c4c(c12)OC(C)(C)C=C4)OC(C)C(C)C3O (stereo unspecified) | -4%
38 | CCOC(=O)c1sc2nccc(OC)c2c1N=CNOC | 3%
39 | CCOC(=O)C1CCC(CN(Cc2c(Cl)cccc2Cl)S(=O)(=O)c2ccc(F)c(C)c2)CC1 (stereo unspecified) | 9%
40 | COc1ccc(-c2noc(-c3ccc(N4CCC(C)CC4)c([N+](=O)[O-])c3)n2)cc1OC | -1%
41 | NC(=O)c1cc(S(=O)(=O)NCc2ccc(Br)cc2)cs1 | 2%
42 | COc1cc(OC)c(NC(=O)CSC2=Nc3ccccc3N=C(c3ccc(F)cc3)C2)cc1Cl | -2%
43 | Cc1cc(C)n2c(=O)c3ccc(Cl)cc3nc2c1C#N | 2%
44 | COc1ccc(CC(=O)NNC(=S)NC(=O)c2cc(OC)c(OC)c(OC)c2)cc1 | 4%
45 | C[C@H]1CN([C@@H](C)CO)C(=O)CCCn2cc(nn2)CO[C@@H]1CN(C)S(=O)(=O)c1ccc(-n2cccn2)cc1 | 7%
46 | CC(C)(C)C(=O)NC(=S)Nc1ccccc1N1CCCC1 | 0%
47 | CC(=O)c1cccc(NC(=O)c2c(C)nn(-c3ccc(F)cc3)c2-n2cccc2)c1 | -6%
48 | COc1ccccc1NC(=O)CN(Cc1ccco1)C(=O)c1ccc(=O)[nH]c1 | -48%[inhibitor]
49 | CCC(C)Sc1oc(-c2ccco2)nc1S(=O)(=O)c1ccc(Cl)cc1 (stereo unspecified) | 4%
50 | NC(=O)NCc1cccs1 | -7%
51 | Cc1ccc(-n2cc[nH]c2=S)c(C)c1 | 0%
52 | CCOC(=O)c1ccc(NC(=O)c2nc[nH]c2C(=O)N[C@H](C)CO)cc1 | -1%
53 | O=C(NCc1nnnn1-c1ccccc1)c1ccc2ccccc2c1 | 13%
54 | CCCCn1c(SCC(=O)c2c(N)n(C3CC3)c(=O)[nH]c2=O)nc2cc(S(N)(=O)=O)ccc21 | -10%
55 | COc1ccccc1Nc1cc(C(=O)NCCCN(C)c2ccccc2)c2ccccc2n1 | -12%
56 | COc1ccc(-c2nnc(SCC(=O)Nc3ccc(C)c(C)c3)s2)cc1 | 5%

Other records follow.
cpd | mol | aSyn tox rescue
57 | COc1ccccc1CNC(=O)c1cnc(N(C)C)nc1 | 10%
58 | CC(C)(C)NC(=O)C(c1cccs1)N(Cc1cccs1)C(=O)c1ccc(CN2CCOCC2)o1 (stereo unspecified) | -11%
59 | COc1ccccc1C(=O)NCCn1cc(SCc2ccc(C)cc2)c2ccccc21 | 3%
60 | CCc1ccc(NC(=O)c2nc3nc(C)cc(C(F)F)n3n2)cc1 | -14%
61 | CCn1c(CCCNC(=O)c2ccc(F)cc2)nc2ccccc21 | 8%
62 | Cc1ccc(S(=O)(=O)N(CC(=O)NCCSc2ccc(Cl)cc2)c2cccc(Cl)c2)cc1 | 2%
63 | Cn1c(=O)c(C(=O)N2CCc3ccccc32)cc2cccnc21 | -1%
64 | O=C(Cn1cc(SCc2ccccc2)c2ccccc21)N1CCCCCC1 | 25%
65 | COc1ccc(CSc2nc3ncccc3[nH]2)cc1 | -5%
66 | Cc1ccc(Cn2c(=O)n(CCCC(=O)NCc3ccccc3Cl)c(=O)c3ccccc32)cc1 | -15%
67 | O=C(NCc1ccc(F)cc1)C1CCN(S(=O)(=O)c2cccc3nonc23)CC1 | -1%
68 | O=C(Nc1ccc(Br)c(Cl)c1)c1ccc(C(=O)Nc2ccc(Br)c(Cl)c2)cc1 | -4%
69 | Cc1cccc(CSc2nc3cc(C(=O)NC4CCCC4)ccc3c(=O)n2Cc2ccccc2)c1 | -1%
70 | Cc1ncc(CO)c2c1Oc1nc(-c3ccccc3)nc(SCC(=O)Nc3cccc(C(F)(F)F)c3)c1C2 | -9%
71 | CCOC(=O)c1[nH]c(C)c(CCC(=O)Nc2ccccc2OCC)c1C | 1%
72 | CCOC(=O)c1[nH]c2ccccc2c1NC(=O)c1ccccc1OCC | 5%
73 | C[C@H](CO)N1C[C@H](C)[C@@H](CN(C)Cc2cccc(C(F)(F)F)c2)OCc2cnnn2CCCC1=O | 10%
74 | Cc1ccc(-n2nc(-c3ccccc3)c3cnc4cc5c(cc4c32)OCO5)cc1C | -9%
75 | COc1ccc(CNC(=O)CCn2c(=O)c3cccn3c3ccc(F)cc32)cc1OC | -3%
76 | CCCn1c(NCc2ccccc2F)nc2ccccc21 | 1%
77 | CN(Cc1ccccc1)C(=O)CSc1nc2ccccc2n1Cc1ccccc1F | -5%
78 | CN(C(=O)c1cccn(Cc2ccccc2)c1=O)c1ccccc1 | -2%
79 | O=C(CSc1c2c(nc3cc(Cl)ccc13)CCCC2)NCc1ccccc1Cl | -24%
80 | COC(=O)c1ccccc1C(=O)N1CCCC(C(=O)c2cc(F)ccc2F)C1 (stereo unspecified) | 6%
81 | O=C(Nc1ccc(N2CCOCC2)cc1)c1ccc([N+](=O)[O-])o1 | -14%
82 | O=C(Nc1ccc(N2CCN(C(=O)c3cccs3)CC2)cc1)c1ccccc1F | 0%
83 | COc1ccc(-c2noc(N3CCC(C(=O)Nc4cccc(OC)c4)CC3)n2)cc1 | 1%
84 | COc1ccc(S(=O)(=O)N2CCCC2CNC(=O)C(=O)NCc2ccc(C)cc2)cc1 (stereo unspecified) | -4%
85 | COc1ccccc1N1CCN(S(=O)(=O)c2ccc(F)c(C(=O)Nc3ccc(Cl)cc3C(F)(F)F)c2)CC1 | -1%
86 | O=C(COC(=O)C1(c2ccccc2F)CCCC1)N1CCNC1=O | 7%
87 | CN(C)c1ccc(CNc2nc(-c3ccco3)nn2C(=O)c2cccc([N+](=O)[O-])c2)cc1 | -1%
88 | CCOc1ccc(-c2c(C)nn3c(C)c(C(=O)NCCc4ccc(Cl)cc4)cnc23)cc1OCC | 2%
89 | COC(=O)c1sc(NC(=S)NC(=O)c2ccccc2C)nc1C | 6%
90 | CCN(CC)C(=O)NCc1c(C)cc(C)cc1C | -1%
91 | CC(C)Cc1nn2c(=O)cc(COC(=O)c3ccc(NC(=O)C4CCCCC4)cc3)nc2s1 | -5%
92 | Cc1ccc(NS(=O)(=O)c2ccc(-c3cc(C)no3)cc2)c(Br)c1 | ?
93 | COc1ccc(-c2nc(C=O)cs2)cc1 | 8%
94 | Cc1ccc(-c2nc3ccccc3[nH]2)cc1NC(=O)COc1ccccc1[N+](=O)[O-] | -3%
95 | CNc1ccc(SC#N)cc1 | -3%
96 | CCOC(=O)Cn1c(=O)n(CC2CCCO2)c2nc(-c3ccc(C(C)C)cc3)nc(C(N)=O)c21 (stereo unspecified) | 6%

4 entries from above, with each value named.
88	CCOc1ccc(-c2c(C)nn3c(C)c(C(=O)NCCc4ccc(Cl)cc4)cnc23)cc1OCC
  aSyn tox rescue: 2%

89	COC(=O)c1sc(NC(=S)NC(=O)c2ccccc2C)nc1C
  aSyn tox rescue: 6%

90	CCN(CC)C(=O)NCc1c(C)cc(C)cc1C
  aSyn tox rescue: -1%

91	CC(C)Cc1nn2c(=O)cc(COC(=O)c3ccc(NC(=O)C4CCCCC4)cc3)nc2s1
  aSyn tox rescue: -5%

(listing goes on)
cpd | mol | aSyn tox rescue
97 | C=C(C)c1cccc(C(C)(C)NC(=O)Nc2ccc(OC)nc2)c1 | -4%
98 | O=C(NC(CC(=O)N1CCN(c2ccccc2)CC1)c1ccccc1)c1ccccc1Cl (stereo unspecified) | 9%
99 | Cn1c(=O)c(=O)n(C)c2cc(S(=O)(=O)N3CCCC3C(=O)NCc3cccnc3)ccc21 (stereo unspecified) | 9%
100 | CCOC(=O)c1oc2c(c1C)-c1nn(Cc3cccc(Cl)c3)cc1CC2 | 11%
101 | Cc1ccc(S(=O)(=O)/N=C(\N)c2ccc(Cl)cc2)cc1 | 14%
102 | O=c1oc(-c2ccc(Cl)c(Cl)c2)nn1-c1ccc(C(F)(F)F)cn1 | -7%
103 | Cc1cc(NC(=O)C(C)(C)C)cc(-c2nc3ncccc3o2)c1O | 5%
104 | COCCNC(=O)CCCn1c(SCC(=O)Nc2ccc(F)cc2)nc2c(sc3ccccc32)c1=O | -8%

Some of the entries so far, with each value named:
46. CC(C)(C)C(=O)NC(=S)Nc1ccccc1N1CCCC1
- aSyn tox rescue: 0%

47. CC(=O)c1cccc(NC(=O)c2c(C)nn(-c3ccc(F)cc3)c2-n2cccc2)c1
- aSyn tox rescue: -6%

Next section
cpd | mol | aSyn tox rescue
105 | COC(=O)c1sccc1NC(=O)CC1C(=O)NCCN1C(=O)Nc1cc(Cl)ccc1OC (stereo unspecified) | 3%
106 | COc1cccc(CNc2ccc([N+](=O)[O-])c(NCC(=O)O)n2)c1 | -7%
107 | O=C(Cn1c(=O)ccc2cc(S(=O)(=O)N3CCCC3)ccc21)Nc1ccccc1 | -5%
108 | COc1cccc(NC(=O)c2cccc(NC(=O)c3ccco3)c2)c1 | -15%
109 | COc1cc(/C=C/c2nc(C#N)c(N3CCN(C)CC3)o2)cc(OC)c1OC | 0%
110 | COc1ccc(-c2cn3c(n2)sc2cc(C(=O)Nc4cc(OC)cc(OC)c4)ccc23)cc1 | -3%
111 | O=C(CN1CCCCCC1)Nc1ccc(S(=O)(=O)N2CCOCC2)cc1 | 7%
112 | Cn1c(SCc2ccc(C(F)(F)F)cc2)nc2c([nH]c3ccccc32)c1=O | -1%
113 | CCOc1ccc(N2CC(C(=O)NC3CCCC3)CC2=O)cc1 (stereo unspecified) | -6%
114 | CC(C)CNC(=O)C1=CC(c2ccc3c(c2)OCO3)=NS(=O)(=O)N1C | 2%
115 | O=C(OCc1cn([C@H]2CN(C(=O)C3CCCCC3)[C@@H](c3ccc(Cl)cc3)C[C@@H]2O)nn1)c1ccccc1 | 6%
116 | O=C(CSc1nc2nccnc2c(=O)n1CCc1c[nH]c2ccccc12)Nc1ccccc1F | -4%
117 | CN(C)c1ccc(NC(=O)Cn2cc(S(=O)(=O)Cc3ccccc3Cl)c3ccccc32)cc1 | -2%
118 | COc1ccc(NC(=O)N(C)C[C@@H]2OCc3cnnn3CCCC(=O)N([C@@H](C)CO)C[C@H]2C)cc1 | 4%
119 | CCCc1cc(C(=O)N(C)CC(=O)Nc2ccc(OCC)c(OCC)c2)sc1C | 1%

Bioassay records from PubChem BioAssay.

These rows are one share of the data; the hit share may differ from the screen's.
